Assay outcomes deposited in PubChem by Sanford-Burnham Center for Chemical Genomics.
Apaf-1 inh: inhibitors of human Apaf-1 apoptosome, primary screen, biochemical, DEVD-Rh110 fluorescence, uHTS; Apoptotic protease-activating factor 1 (Homo sapiens), O14727; reconstituted apoptosome caspase-3 activity; inhibition, % at 20 µM; 330,000 tested, 0.71% active; AID 489030, 2010; active = inhibition of at least 40% at 20 µM;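 note: plate controls were DMSO wells for no effect and DEVD-CHO caspase inhibitor wells for full effect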
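Assay system: Apoptosome proteins | Medium: pH 7.5 Hepes buffer with CHAPS, BSA, DTT | Also added: Cytochrome c and DEVD-Rh110 substrate | Times: 30 min plus 50 min, RT | Detection: Rhodamine 110 fluorescence at Ex 480/Em 540 nm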
CCR6 antag: CCR6 receptor antagonists, primary screen, cell-based, CHO-K1, luminescence, beta-arrestin, uHTS; 340,000 tested, 0.49% active; CHO-K1 CCR6 PathHunter beta-arrestin, CCL20-stimulated; C-C chemokine receptor type 6 (Homo sapiens), P51684; inhibition, % at 20 µM; AID 493098, 2011;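 active = compounds whose inhibition of the agonist-driven luminescence signal at 20 µM reaches about 50%, limit read from the data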;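 note: cells stimulated with CCL20 at 14 nM final; plate controls were DMSO with CCL20 for no effect and DMSO without agonist for full effect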
Gli-Sufu block: Gli-Sufu pathway antagonists, primary screen, luciferase luminescence, Sufu-KO-LIGHT cells, uHTS; Sufu-KO-LIGHT fibroblasts, Gli luciferase reporter luminescence; inhibition, % at 5 µM; 340,000 tested, 0.74% active; AID 588413, 2011;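 active = inhibition above about 55%, limit read from the data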;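 note: 0% = DMSO-treated cells and 100% = wells with medium but no cells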
SENP8 block: SENP8 protease inhibitors, primary screen, biochemical, luminescence; Sentrin-specific protease 8 (Homo sapiens), Q96LD8; purified SENP8, Z-RLRGG-aminoluciferin cleavage; inhibition, % at 10 µM; 330,000 tested, 1.2% active; AID 2540, 2010
Target sequence (Q96LD8 whole entry, looked up): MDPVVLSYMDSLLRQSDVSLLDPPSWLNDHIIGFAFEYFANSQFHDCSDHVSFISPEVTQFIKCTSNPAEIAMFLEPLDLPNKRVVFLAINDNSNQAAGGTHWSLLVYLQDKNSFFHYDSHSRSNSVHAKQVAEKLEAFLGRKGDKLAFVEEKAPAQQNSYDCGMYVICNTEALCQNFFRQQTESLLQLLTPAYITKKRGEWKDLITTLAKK
Jurkat NFkB inh: inhibitors of induced NF-kB luciferase reporter, primary screen, TCR NF-kB activation inhibitor project, cell-based, luminescence, uHTS; Jurkat, PMA/ionomycin-induced NF-kB luciferase reporter; inhibition, % at 4 µM; 330,000 tested, 0.53% active
EBI2 antag: EBI2 receptor antagonists, beta-arrestin recruitment, primary screen, cell-based, luminescence, 7a,25-OHC stimulation, uHTS | inhibition, % at 5 µM | AID 651636, 2012 | 360,000 tested, 0.81% active | G-protein coupled receptor 183 (Homo sapiens), P32249 | 7a,25-OHC stimulated; in the data active = inhibition above about 38%;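 note: enzyme fragment complementation signal reports receptor beta-arrestin coupling in cells; 0% = agonist plus DMSO wells and 100% = wells without agonist; some results beyond the cut were filed as inactive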
Target sequence (P32249 whole entry, looked up, the tested form may be a part): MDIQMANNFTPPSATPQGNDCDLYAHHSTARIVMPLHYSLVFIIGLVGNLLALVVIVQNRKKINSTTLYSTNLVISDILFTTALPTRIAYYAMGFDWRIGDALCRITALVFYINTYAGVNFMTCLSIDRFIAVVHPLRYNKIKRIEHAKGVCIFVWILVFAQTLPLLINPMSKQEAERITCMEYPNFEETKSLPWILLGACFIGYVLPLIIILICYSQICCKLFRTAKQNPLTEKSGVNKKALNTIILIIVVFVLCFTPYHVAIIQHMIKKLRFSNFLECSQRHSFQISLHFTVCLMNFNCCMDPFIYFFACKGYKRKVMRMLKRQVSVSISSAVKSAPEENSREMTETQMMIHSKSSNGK
697 NFkB inh: inhibitors of PMA/ionomycin-induced NF-kB reporter, 697 cells, primary screen, B-cell NF-kB inhibitor project, cell-based, luminescence, uHTS | 697 B-cell NF-kB luciferase reporter, 16 h | inhibition, % at 4 µM | 330,000 tested, 0.33% active | AID 435022, 2010; in the data active = inhibition above about 35%
UBC13 polyUb: UBC13 polyubiquitin chain formation inhibitors, primary screen, biochemical, TR-FRET, uHTS | Ubiquitin-conjugating enzyme E2 N (Homo sapiens), P61088 | inhibition, % at 20 µM | 330,000 tested, 0.47% active; in the data active = inhibition above about 45%, passing the limit was not always enough
Target sequence (P61088 whole entry, looked up): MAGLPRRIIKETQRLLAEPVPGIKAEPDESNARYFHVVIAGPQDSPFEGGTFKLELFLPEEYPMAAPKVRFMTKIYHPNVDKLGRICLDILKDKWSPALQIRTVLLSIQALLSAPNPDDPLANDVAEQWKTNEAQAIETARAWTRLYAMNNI
* hit, by the source's call; nt = no result given. Cut-off read from the data, not from the text of the source, unless noted: active = inhibition above about 50%; inactive = the rest. Not all compounds are listed; count on the stated rates, not on these rows.

SMILES | Apaf-1 inh | CCR6 antag | Gli-Sufu block | SENP8 block | Jurkat NFkB inh | EBI2 antag | 697 NFkB inh | UBC13 polyUb
COc1cc(C(=O)N/C(=C\c2cn(S(=O)(=O)N(C)C)c3ccccc23)C(=O)NCCCO)cc(OC)c1OC | -1 | -10 | -6 | 3 | 18 | -13 | -3 | 4
CN1CCN(C(=O)c2cnn(-c3ccccc3)c2NC(=O)c2ccccc2Br)CC1 | 1 | 0 | -21 | -3 | 9 | -13 | -13 | -2
C=CCn1c(O)c(N=NC(=S)Nc2ccc(OC)c(Cl)c2)c2ccccc21 | -13 | 23 | 23 | 1 | -4 | 1 | -36 | 19
CC(=O)NC(C)C(=O)OCc1ccc(Cl)cc1Cl (stereo not drawn) | 2 | 8 | 23 | 3 | 7 | 4 | 17 | 4
COc1ccc(NC(=S)N/N=C/c2ccc(F)c(F)c2)cc1 | -14 | 4 | 3 | 1 | -4 | 37 | -6 | 7
COc1ccccc1N(CC(=O)Nc1ccc(S(=O)(=O)N2CCCCC2)cc1)S(C)(=O)=O | 9 | -13 | -5 | -5 | -5 | -3 | -4 | -12
O=C1CCCCC1 | -4 | -14 | -14 | 4 | 3 | 2 | 13 | 1
CCc1cccc(OCC(=O)Nc2ccccc2N2CCCC2)c1 | 14 | 16 | 1 | -1 | 20 | 14 | 2 | 0
CC1CCc2c(sc3[nH]c(=S)n(C)c(=O)c23)C1 (stereo not drawn) | 14 | 16 | -11 | -16 | -15 | -3 | -33 | 20
Nc1nc(N2CCN(C(=O)c3ccco3)CC2)nc2ccc(Br)cc12 | 10 | -22 | -44 | 18 | -146 | 5 | -165 | 14
Cc1ccc(NC(=O)CSCC(=O)Nc2ccccc2C(=O)N2CCCCC2)cc1 | 27 | 5 | -8 | -3 | 6 | -9 | 16 | 19
O=C(NNS(=O)(=O)c1ccc(F)cc1)c1cc2ccccc2cc1O | -1 | -4 | -30 | 4 | 16 | 1 | 14 | 8
Cc1nc2cc(NC(=O)c3cccc(S(C)(=O)=O)c3)ccc2o1 | 6 | 9 | 19 | -8 | -12 | -2 | -9 | -3
COc1cc(OC)c(C(=S)N2CCCC2)cc1OC | -9 | 3 | 0 | 11 | 3 | -4 | -7 | -3
CNc1snc(C)c1C(=O)OC(C)C(=O)Nc1cccc(C)c1 (stereo not drawn) | -1 | 7 | -7 | -2 | 7 | -5 | -9 | 8
CCc1cc2c(cc3c(=O)n(CC(=O)NCCCN(CC)CC)nc(CC)n32)s1 | 4 | 12 | 10 | -6 | -10 | 2 | -10 | 11
Nc1ccc(N)c(C(=O)O)c1 | 67* | 4 | 12 | 17 | 0 | -12 | -1 | 29
O=C(O)/C=C/C(=O)c1ccc2c(c1)CCc1ccccc1-2 | -1 | 0 | -66 | 4 | 3 | 43 | -54 | -21
CCOc1ccc2oc(C(=O)N3CCN(c4ccccn4)CC3)c(C)c2c1 | 11 | 8 | -6 | 4 | 25 | 63* | 3 | -9
COc1cc(/C=N/NC(N)=S)ccc1OCc1ccc(C)cc1 | 3 | 15 | 5 | -5 | -26 | 31 | -12 | 7
Cc1onc(-c2c(F)cccc2Cl)c1C(=O)c1ccccc1O | 6 | 17 | 1 | -6 | -4 | 9 | 4 | -2
O=C(c1ccccc1[N+](=O)[O-])N1CC2C3C=CC(C3)C2C1 (stereo not drawn) | -1 | 12 | -6 | -3 | -25 | 8 | -1 | -3
CCC(=O)c1ccc(OCC(O)Cn2nc(C)c(Br)c2C)cc1 (stereo not drawn) | -4 | 3 | 22 | -8 | 3 | -4 | 7 | 5
C/C(=N\NC(=O)C1CC1c1ccccc1)c1ccc(C)s1 (stereo not drawn) | 6 | 3 | 5 | 1 | 19 | -27 | -9 | 9
C[C@@H]1CCC2[C@](C)(CO)[C@@H](O)CC[C@]2(C)[C@@]12CCC(CO)(CCO)O2 (stereo partly drawn) | 2 | -7 | -4 | -3 | 15 | -19 | 6 | 5
Cc1ccc(CCNC(=O)C2CCCN(S(=O)(=O)c3c(C)noc3C)C2)cc1 (stereo not drawn) | -4 | -2 | 1 | 3 | -3 | 8 | 7 | 9
CCn1nc(C(=O)O)c(=O)c2cc3c(cc21)OCO3 | 2 | 0 | -6 | -7 | -2 | -3 | 5 | -15
CC(C)(C)OC(=O)C[C@H]1C/C=C\C[C@@H](CC(=O)N(CCO)Cc2ccccc2)C(=O)N2CCC[C@@H]2COC1=O | 8 | 15 | 2 | -3 | 4 | -13 | -9 | -5
Cc1ccc2c(COC(=O)c3n[nH]c4ccccc34)cc(=O)oc2c1 | 7 | 5 | -51 | -20 | -78 | 10 | -62 | -12
O=C(Cc1ccccc1)N/N=C/c1ccc(OC(=O)/C=C\c2ccco2)cc1 | 16 | 13 | -13 | -9 | -3 | 0 | -18 | 0
OC(CN1CCCCC1)Cn1c2ccc(Cl)cc2c2cc(Cl)ccc21 (stereo not drawn) | 20 | 3 | 45 | -19 | 3 | -5 | -11 | 38
COCCCN1C(=O)c2ccccc2C1C(=O)NC1CCCCCC1 (stereo not drawn) | -5 | -17 | 4 | 3 | -1 | 0 | 3 | -6
Nc1cc(OC(=O)c2ccccc2Br)nn1S(=O)(=O)c1ccccc1 | 6 | -5 | -5 | -6 | 9 | 4 | 9 | -10
COc1ccc(Cc2noc(-c3ccc([N+](=O)[O-])cc3)n2)cc1OC | 7 | -36 | 5 | 2 | 18 | 3 | -1 | -8
CCOC(=O)Cn1c(=NC(=O)c2cc(-c3cccs3)nc3ccccc23)sc2cc(S(N)(=O)=O)ccc21 | 2 | 23 | 7 | -8 | -6 | 27 | 6 | 26
C=CCn1c(SCC(=O)NCC2CCCO2)nnc1-c1ccccc1 (stereo not drawn) | -6 | 9 | 3 | 3 | -7 | -2 | -21 | -1
Cn1nccc1NS(=O)(=O)c1ccc(NC(=O)C(F)(F)F)cc1 | -19 | -15 | -17 | 9 | -12 | 5 | 10 | 3
O=C(c1cc2c(s1)CCCC2)n1cccn1 | 11 | 22 | -24 | 28 | -1 | -4 | 4 | 23
CCn1c(CSc2nc(C)cs2)nc2cc(S(=O)(=O)N(C)C)ccc21 | 4 | 8 | 8 | -2 | -10 | 7 | -11 | 6
CC(=O)Nc1ccc(C(=O)N/N=C/c2ccncc2)cc1 | -3 | 6 | 1 | 3 | -8 | -9 | 24 | 2
CCn1c(SCC(=O)Nc2nc(-c3ccc(C)cc3)cs2)nnc1-c1ccccc1 | 25 | 16 | -4 | 1 | -11 | 14 | -32 | -1
O=C(CCSCc1ccccc1Cl)NC1CCCC1 | -6 | 14 | 2 | -14 | 5 | -4 | -19 | -9
O=Cc1c(NCc2ccc(F)cc2)c2ccccc2[nH]c1=O | -4 | 9 | -1 | 3 | 12 | 4 | -11 | -2
COc1ccccc1C(C[N+](=O)[O-])c1c(N)n(C)c(=O)n(C)c1=O (stereo not drawn) | -1 | 3 | nt | 2 | 3 | -38 | -10 | 1
COc1cc(OC)cc(C(=O)NC(=S)N2CCN(c3ccc(C(F)(F)F)cc3[N+](=O)[O-])CC2)c1 | 17 | 26 | 2 | 0 | -14 | -1 | -12 | -18
Cc1ccc(Cn2c(N3CCN(CCO)CC3)nc3c2c(=O)n(C)c(=O)n3C)cc1 | -1 | 9 | 51 | 5 | -10 | -3 | -9 | 8
CCc1ccc2oc(C(=O)NCC(c3ccc(OC)cc3)N3CCCCC3)c(C)c2c1 (stereo not drawn) | 20 | 13 | 39 | 2 | -11 | 10 | -30 | 19
O=C(Nc1cccc(-c2csc(Nc3ccc(Cl)cc3)n2)c1)c1cc([N+](=O)[O-])cc(C(F)(F)F)c1 | -8 | 6 | -4 | -8 | 0 | 24 | 14 | -50
CN(C(=O)c1ccc2c(=O)n3c(nc2c1)CCCCC3)c1ccccc1 | 15 | -11 | -15 | -6 | -15 | -10 | -2 | -3
CC12CCC(C(=O)N(CC(O)CN3CCCCCC3)C1=O)C2(C)C (stereo not drawn) | -5 | 6 | 1 | 3 | -1 | -4 | 3 | -2
CC1=NN(C(=O)COc2ccccc2C)C(O)(c2ccc(Cl)cc2)C1 (stereo not drawn) | -1 | 12 | -2 | 5 | -4 | 8 | -11 | -2
Cc1[nH][nH]c(=O)c1C(c1ccc([N+](=O)[O-])cc1)c1c(C)[nH][nH]c1=O | -1 | 1 | 13 | -5 | 5 | 2 | 11 | -20
CCCCOc1ccc(C(=O)NCC(=O)N(C)CC(=O)Nc2ccc(N3CCOCC3)cc2)cc1 | 6 | -8 | -6 | -9 | -1 | -5 | -25 | -3
COc1ccc(CC(NC(C)=O)C(=O)NC2CCN(C(=O)C3CCCCC3)CC2)c(OC)c1 (stereo not drawn) | 0 | -9 | -20 | 1 | 9 | -3 | 18 | 6
